Screening results (PubChem)
Neddylation inh: inhibitors of cullin neddylation, primary screen, biochemical, TR-FRET, uHTS, NAE and Ubc12 | NEDD8-conjugating enzyme Ubc12 (Homo sapiens) + NEDD8-activating enzyme E1 regulatory … | calls only at 25 µM | AID 651699, 2012 | 0.58% of 360,000 active; in the data active means inhibition above about 36%
Target sequence (P61081 whole entry, looked up): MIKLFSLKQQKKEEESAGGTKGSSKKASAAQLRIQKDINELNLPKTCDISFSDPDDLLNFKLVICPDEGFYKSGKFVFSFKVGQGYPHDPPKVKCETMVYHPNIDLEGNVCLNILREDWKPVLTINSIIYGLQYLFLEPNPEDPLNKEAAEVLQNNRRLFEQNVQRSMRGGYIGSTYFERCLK
Target sequence (Q13564 whole entry, looked up): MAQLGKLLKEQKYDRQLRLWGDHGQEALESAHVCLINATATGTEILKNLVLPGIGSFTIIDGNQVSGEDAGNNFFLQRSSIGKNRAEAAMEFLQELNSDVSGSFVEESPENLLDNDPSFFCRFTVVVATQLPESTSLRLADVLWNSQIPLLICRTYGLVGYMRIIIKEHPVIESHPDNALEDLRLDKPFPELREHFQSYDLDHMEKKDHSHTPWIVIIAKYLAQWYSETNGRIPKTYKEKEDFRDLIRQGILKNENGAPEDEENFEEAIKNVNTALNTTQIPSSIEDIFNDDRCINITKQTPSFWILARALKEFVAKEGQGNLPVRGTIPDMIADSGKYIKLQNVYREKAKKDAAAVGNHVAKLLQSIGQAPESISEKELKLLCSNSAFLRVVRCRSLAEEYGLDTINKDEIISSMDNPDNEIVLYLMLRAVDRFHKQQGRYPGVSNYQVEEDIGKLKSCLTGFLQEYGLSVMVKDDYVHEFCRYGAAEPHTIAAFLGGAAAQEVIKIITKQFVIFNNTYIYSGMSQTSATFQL
NRP1-CendR mod: modulators of CendR peptide binding to NRP-1, primary screen, biochemical, fluorescence polarization, uHTS. FAM-RPARPAR peptide binding to NRP-1. Neuropilin-1 (Homo sapiens), O14786. 0.85% of 360,000 active. inhibition, % at 25 µM;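 active means inhibition or corrected inhibition above about 18%, plus a signal ratio from 0.5 to 1.5, limit read from the data, passing the limit was not always enough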; further: strong numbers were not always called active
Rin1-Abl PPI inh: inhibitors of Rin1-Abl protein binding, primary screen, biochemical, TR-FRET; inhibition, % at 7.35 µM; Tyrosine-protein kinase ABL1 (Homo sapiens) + Ras and Rab interactor 1 (Homo sapiens), …; 0.4% of 360,000 active; in the data active means inhibition above about 5%, passing the limit was not always enough
FAS-TE inh: FAS thioesterase domain inhibitors, primary screen, biochemical, fluorescence intensity, uHTS. Fatty acid synthase (Homo sapiens), P49327. recombinant FAS-TE, OMFH fluorogenic substrate, fluorescence endpoint. inhibition, % at 15 µM. 0.67% of 360,000 active. AID 602261, 2012;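 active means compounds whose normalised, plate-corrected inhibition of enzyme fluorescence in the single-dose primary screen is 50% or more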;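 further: 0% = DMSO with enzyme and 100% = substrate without enzyme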
SKN-1 inh: suppressors of acrylamide-induced Pgst-4::GFP reporter in worms, primary screen, SKN-1 inhibitor project, whole organism, uHTS, GFP/RFP fluorescence ratio, strain VP596; inhibition, % at 21.8 µM; C. elegans VP596 Pgst-4::GFP/RFP ratio, 24 h; AID 624304, 2012; 0.49% of 360,000 active;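 active means interference check ratio from 0.5 to 1.5 plus GFP to RFP signal ratio inhibition reaching or exceeding a fixed threshold, cut at about 30% in these data, passing the limit was not always enough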; further: some compounds called inactive have numbers as strong as hits
MsrA inhibitor: bovine MsrA enzyme inhibitors, primary screen, biochemical, absorbance, HTS | Methionine sulfoxide reductase A (Bos taurus) | purified bovine MsrA, absorbance read-out | inhibition, % at 15.5 µM | 0.75% of 360,000 active; in the data active means inhibition above about 4.5%;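 further: 0% = vehicle wells with enzyme and 100% = reference inhibitor wells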
E coli Lon inh: inhibitors of E. coli Lon protease, primary screen, biochemical, fluorescence polarization; P0A9M0; purified E. coli Lon protease; inhibition, % at 7.94 µM; 0.42% of 360,000 active; in the data active means inhibition above about 13%, passing the limit was not always enough;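 further: 0% = enzyme with probe and DMSO and 100% = no enzyme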
bovine MsrA act: bovine MsrA enzyme activators, primary screen, biochemical, absorbance, HTS; purified bovine MsrA, absorbance read-out; activation, % at 10.6 µM; 0.3% of 360,000 active; in the data active means activation above about 7.5%;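 further: 0% = vehicle and 100% = reference activator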
MT1-MMP act inh: blockers of MT1-MMP proenzyme processing, primary screen, HT1080 RFP-PRO-GFP cells, GFP/RFP fluorescence; GFP/RFP ratio fluorescence, overnight; percent of plate control window, DMSO zero; GFP/RFP ratio change, % at 20 µM; 0.061% of 360,000 active;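 active means GFP/RFP ratio change of at least 30% with cell ATP level not reduced by more than half and red fluorescence within 50% of control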; further: strong numbers were not always called active
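Assay system: HT1080 cells carrying an RFP-PRO-GFP reporter | Dosing: Single dose of 20 µM compound, 1% DMSO final | Incubation: Cells overnight before dosing, compound overnight, 37 °C, 5% CO2 | Evaluation: GFP/RFP fluorescence ratio | Control set: DMSO and RFP-L50D-GFP cell wells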
An asterisk follows results filed as active; i = inactive; . = not tested or not shown.

Order of results: Neddylation inh, bovine MsrA act, Rin1-Abl PPI inh, FAS-TE inh, MsrA inhibitor, E coli Lon inh, SKN-1 inh, MT1-MMP act inh, NRP1-CendR mod
> CSc1ccccc1NC(=O)C1(C)CCN1C(=O)CCC1CCCC1 (configuration not stated)
→ i, -1, 3, 3, 0.1, -11, 4, 0, 2
> COc1ccc(-c2c(-c3cc(OC)cc(OC)c3)n(C)c3ccc(-c4ccc5[nH]ccc5c4)cc23)cc1
→ i, -7, 1, 33, -0.6, -11, 3, -5, 10
> CCOc1cc(/C=C/C(=O)OCC(=O)N(CC)C2CCS(=O)(=O)C2)cc(Cl)c1OC (configuration not stated)
→ i, -1, -1, -5, -0.8, -3, 1, -1, -5
> Oc1ccc(/C=N/NC2=NCCCCC2)c(O)c1
→ i, -4, 3, -4, 1.9, -8, -9, 8, 5
> Cc1cccnc1NC(=O)Nc1cccc(C(F)(F)F)c1
→ i, -4, 2, -8, 1.8, -4, -3, 2, -9
> O=C(NNC(=O)c1ccc(SCC2CCCO2)c([N+](=O)[O-])c1)c1ccc(Cl)c([N+](=O)[O-])c1 (configuration not stated)
→ i, -1, 1, 4, 2.0, -6, 7, 4, 1
> CSc1ccccc1C(=O)C1CCCN(C(=O)CCc2cccnc2)C1 (configuration not stated)
→ i, -2, 1, -2, 1.7, -1, 8, -6, -2
> Cc1cc(=O)oc2cc(OC(C)C(=O)Nc3ccc(N4CCCCC4)cc3)ccc12 (configuration not stated)
→ i, 0, 0, 4, 0.9, -20, 4, 0, 15
> COc1ccc(OC)c(C2=Nn3c(nnc3-c3ccncc3)SC2)c1
→ i, -3, -2, -1, 1.5, 0, -1, -6, -9
> O=C(N/N=C/c1cccnc1)c1ccccc1NS(=O)(=O)c1cccs1
→ i, 0, 0, -3, 1.3, 1, -6, 1, -7
> CCCn1c(SCC(=O)Nc2ccc3c(c2)OCCO3)n[nH]c1=O
→ i, -3, 1, -6, 0.9, 4, -5, 2, -9
> Cc1cc(CN2CCCCC2C(=O)Nc2ccc(Oc3cccnc3)cc2)oc1C (configuration not stated)
→ i, 0, -4, 1, -0.2, -7, 6, -3, 0
> C[C@H]1CN([C@@H](C)CO)C(=O)Cc2cc(NS(C)(=O)=O)ccc2O[C@@H]1CN(C)CC1CC1
→ i, -1, 2, -5, 1.7, -3, 3, 0, -2
> COCCNC(=O)c1ccc(-c2ccc(OC)cc2C)c2ccoc12
→ ., -1, -5, -7, 1.1, 0, 36*, 0, 7
> CC(C)C(=O)Nc1cccnc1
→ i, -2, -1, -4, 0.2, -5, 10, 2, 13
> CC(=O)c1ccc(NC(=O)C(C)OC(=O)CCCN=C2NS(=O)(=O)c3ccccc32)cc1 (configuration not stated)
→ i, -2, 3, -5, 0.9, 7, 15, 4, 4
> COc1ccc(N2CCN(S(=O)(=O)c3ccc4c(c3)NC(=O)C(C)S4)CC2)cc1 (configuration not stated)
→ i, 6, -1, 15, 1.6, 0, 10, -2, 11
> c1ccc2c(c1)oc1c(NCCN3CCOCC3)ncnc12
→ i, -6, -4, -5, -0.7, 7, -10, 5, -9
> COc1ccc(C(=O)N/C(=C\c2ccccc2)C(=O)NCc2cccnc2)cc1
→ i, -9, 4, -4, 0.0, 1, -15, 4, 2
> O=C(Nc1cccc(C(=O)N2CCCC2)c1)c1ccccc1Cl
→ i, -7, 5, -9, -1.0, -1, 0, 7, -4
> CCOC(=O)CSc1nnc(Cn2c(=O)sc3ccccc32)n1-c1ccccc1C
→ i, -5, 1, -1, 0.6, 0, -15, 9, 0
> O=C(c1ccccc1)N(C1=NCCCCS1)c1ccccc1
→ i, -7, 0, -9, 0.9, -10, 3, -1, -9
> CC1CCc2c(C(=O)Nc3ccc(N4CCOCC4)cc3)csc2C1 (configuration not stated)
→ i, -4, -2, 4, 1.0, 5, -6, 1, -10
> COc1ccc(/C=C/C(=O)Nc2nc(C)c(C(=O)N(C)C)s2)cc1
→ i, -6, -3, -9, 5.4*, -6, -2, -4, 2
> CCOc1cc2[nH]c(=S)n(CCC(=O)NCc3ccco3)c(=O)c2cc1OCC
→ i, -8, 1, 0, 0.5, -2, -12, 0, 0
> CC(C)(C)NC(=O)/C(=C\c1cccnc1)NC(=O)c1ccco1
→ i, -2, -3, -9, -0.6, -16, 13, 2, 0
> CCc1nnc(NS(=O)(=O)c2ccc(NC(=S)NC(=O)c3ccc(OC)cc3)cc2)s1
→ i, -6, 2, -6, -0.8, 4, -6, 0, -21
> CC(=O)c1c(O)cc(C)n(Cc2ccccc2)c1=O
→ i, -10, 3, -8, -0.2, 1, -3, -3, -4
> CCCn1cc(NC(=O)C2CC(c3cccc(Br)c3)=NO2)cn1 (configuration not stated)
→ i, -4, -8, 1, 0.8, -7, -1, -1, -11
> CC1CCCC(C)N1/N=C/c1cc(Br)cc(Br)c1O (configuration not stated)
→ i, 9.2*, -4, 10, -0.1, -6, 6, 0, 4

Entries of single compounds from above. Order of screens: Neddylation inh, bovine MsrA act, Rin1-Abl PPI inh, FAS-TE inh, MsrA inhibitor, E coli Lon inh, SKN-1 inh, MT1-MMP act inh, NRP1-CendR mod
CC(=O)c1c(O)cc(C)n(Cc2ccccc2)c1=O in the list: i, -10, 3, -8, -0.2, 1, -3, -3, -4
CC(C)(C)NC(=O)/C(=C\c1cccnc1)NC(=O)c1ccco1 in the list: i, -2, -3, -9, -0.6, -16, 13, 2, 0
CC(=O)c1ccc(NC(=O)C(C)OC(=O)CCCN=C2NS(=O)(=O)c3ccccc32)cc1 (configuration not stated) in the list: i, -2, 3, -5, 0.9, 7, 15, 4, 4

More compounds follow.
Order of results: Neddylation inh, bovine MsrA act, Rin1-Abl PPI inh, FAS-TE inh, MsrA inhibitor, E coli Lon inh, SKN-1 inh, MT1-MMP act inh, NRP1-CendR mod
> COc1ccc(C=C2CCc3ccccc3C2=O)cc1
→ i, -2, 2, 25, 1.7, -2, 8, 2, 4
> N/C(=N\OC(=O)COc1ccc2ccccc2c1)c1ccncc1
→ i, -1, -1, 4, ., -6, 39*, 1, -9
> C=CCOc1ccc(/C(O)=C2/C(=O)C(=O)N(CCCn3ccnc3)C2c2cccs2)cc1 (configuration not stated)
→ i, -2, -1, -8, 1.6, -4, -9, -3, -3
> CCOC(=O)c1ccc(S(=O)(=O)NC2CC2)cc1
→ i, -2, 0, -4, 0.8, -6, 2, 0, 0
> COc1ccc(CNC(=O)C(C)OC(=O)CO/N=C(\C)c2ccc3c(c2)OCO3)cc1 (configuration not stated)
→ i, -3, 5, -1, 0.3, 0, 0, 3, 14
> Nc1nnc(SCC(=O)OCC(=O)c2ccccc2Br)s1
→ i, 2, 2, -8, -0.5, -9, 3, -23, 8
> CCN(CC)C(=O)c1cc(Cl)ccn1
→ i, 0, -4, -4, -1.5, -15, 7, -1, -5
> CCOc1cc(S(=O)(=O)NC2CCCCC2)ccc1F
→ i, -5, -2, 4, -1.4, -6, -12, -5, 0
> Cc1cccc(-n2nc3c(c2NC(=O)c2ccc(S(=O)(=O)N4CCOCC4)cc2)CSC3)c1C
→ i, -6, 0, 6, -0.8, -9, -4, 10, -3
> O=C(CCN1C(=O)[C@@H]2Cc3ccccc3CN2C1=O)N[C@@H](C(=O)O)c1ccccc1
→ i, -2, -1, -3, 0.0, -2, 1, 0, -2
> O=C1c2ccccc2S(=O)(=O)N1CCCN1C(=O)c2ccccc2S1(=O)=O
→ i, -5, -2, 8, -0.5, 8, 9, 4, -5
> Cc1cc(NS(=O)(=O)c2ccc(NC(=O)c3cnc4scc(C)n4c3=O)cc2)nc(C)n1
→ i, -6, 0, 0, 6.8*, 4, -2, 0, 2
> Cc1cccn2c(=O)c(C=NCCO)c(NCc3ccco3)nc12
→ ., -7, -1, 10, 1.2, 3, -13, -1, -1
> O=C(N(c1ccccn1)c1ccccn1)C12CC3CC(CC(Cl)(C3)C1)C2
→ i, -9, 7, 0, -0.3, -4, -3, 6, 5
> COC(=O)c1cnc2c(c1C(=O)OC)c(=O)n(C)c(=O)n2C
→ ., -1, 1, -11, 0.2, -4, -1, -1, 5
> CCC(C)Sc1nc2c(c(=O)[nH]c(=O)n2C)n1C (configuration not stated)
→ i, 0, -3, -4, 0.5, 2, -3, 5, -12
> COc1ccc(C(O)c2nc(-c3ccc4c(c3)OCO4)cs2)cc1 (configuration not stated)
→ i, -7, -1, 7, 0.5, 2, -1, -6, -8
> O=C(COc1ccccc1)NCC(=O)N/N=C/c1ccc(O)cc1O
→ i, -4, -4, -2, 0.2, -2, 10, 8, 9
> Cc1nn(C)c(C)c1S(=O)(=O)N1CCCC(C(=O)NCCc2ccc(Cl)cc2)C1 (configuration not stated)
→ i, -2, -4, 5, -0.4, 1, 15, -2, 10
> CC(=O)Nc1nnc(S(=O)(=O)N2CCN(c3ccc(Cl)cc3[N+](=O)[O-])CC2)s1
→ i, -3, -2, 15, 0.8, -6, 2, 2, 4
> O=C(COc1ccc(S(=O)(=O)NCc2ccccc2)cc1Cl)NCc1ccccn1
→ i, -3, 0, -4, 0.5, -2, 3, 1, 2
> Cc1cnc(Nc2nc3ccccc3o2)nc1C(=O)Nc1cccc(C(F)(F)F)c1
→ i, -2, -2, -8, 0.0, 2, 16, 1, -1
> CCS(=O)(=O)Nc1ccc(-c2nnc(SCC(=O)c3cccc(OC)c3)o2)cc1
→ i, -3, -5, 0, ., -1, 4, 0, 0
> COC(=O)Cn1cnc2c1c(=O)n(C)c(=O)n2C
→ i, 1, 3, -4, -0.4, 8, 2, 4, 12
> CN(CC(=O)Nc1cccc(F)c1)CC(=O)N(C)c1c(N)n(Cc2ccccc2)c(=O)[nH]c1=O
→ i, -2, 5, -8, 1.3, -8, -11, -5, -1
> CC(C)(C)c1ccc(NC(=O)CC2(C(F)(F)F)OCCO2)cc1
→ i, -1, 2, 3, 1.1, -2, 8, 6, -2
> CC(C(=O)Nc1ccccc1-c1ccccc1)N(C)Cc1nc2ccccc2c(=O)[nH]1 (configuration not stated)
→ i, -4, 1, -2, 1.7, -5, 0, 4, -3
> CC1CCCC(C)N1C(=O)COC(=O)c1ccc2ccccc2n1 (configuration not stated)
→ i, -3, 1, -8, 0.5, 7, 5, -3, -4

Retrieved one by one from the entries so far, 2 records:
Order of results: Neddylation inh, bovine MsrA act, Rin1-Abl PPI inh, FAS-TE inh, MsrA inhibitor, E coli Lon inh, SKN-1 inh, MT1-MMP act inh, NRP1-CendR mod
> CCS(=O)(=O)Nc1ccc(-c2nnc(SCC(=O)c3cccc(OC)c3)o2)cc1
→ i, -3, -5, 0, ., -1, 4, 0, 0
> O=C(COc1ccc(S(=O)(=O)NCc2ccccc2)cc1Cl)NCc1ccccn1
→ i, -3, 0, -4, 0.5, -2, 3, 1, 2
